# Screening results deposited in PubChem by Broad Institute.
# BioA inh: M. tuberculosis BioA enzyme inhibitors, primary screen, biochemical, plate reader, single point, HTS; 7,8-diaminopelargonic acid synthase BioA (Mycobacterium tuberculosis); purified M. tuberculosis BioA enzyme; inhibition, % at 9.99 µM; 360,000 tested, 0.096% active; AID 602481, 2012; in the data active = inhibition above about 40%
# * = called active by the depositor; & = joins results of further samples. This is a subset (hit frequency here may not be typical).
No.	Structure	BioA inh
1	O=C(Cc1ccccc1)N[C@@H]1C=C[C@H](CC(=O)N2CCCCC2)O[C@H]1CO	3.0
2	O=C(NCc1ccccc1)[C@]1(Cc2ccccc2)N=C(c2ccc(OCCCO)cc2)O[C@@H]1c1ccccc1	0.3
3	COCC(=O)N1C[C@H]2[C@@H](c3ccccc31)[C@H](CO)N2C(=O)Nc1ccccc1F	-2.2
4	COc1ccc(CN(C)C[C@@H]2Oc3c(NS(=O)(=O)c4cn(C)cn4)cccc3C(=O)N([C@H](C)CO)C[C@H]2C)cc1	-0.7
5	O=C(C[C@H]1C[C@H]2c3cc(NC(=O)C4CCC4)ccc3O[C@H]2[C@H](CO)O1)NC1CCCC1	-2.5
6	C[C@H](CO)N1C[C@H](C)[C@H](CN(C)C(=O)Nc2ccccc2)OCc2ccccc2-c2ccccc2C1=O	0.5
7	C[C@H]1CCCCO[C@@H](CN(C)C(=O)Cc2ccccc2)[C@@H](C)CN([C@@H](C)CO)C(=O)c2cc(NC(=O)c3ccccc3)ccc2O1	-2.6
8	CO[C@@H]1CN(C)C(=O)c2cc(NC(=O)NC3CCCCC3)ccc2OC[C@H](C)N(C)C[C@H]1C	-0.2
9	CO[C@@H]1CN(C)C(=O)c2ccc(NC(=O)Nc3ccc(Cl)cc3)cc2OC[C@@H](C)N(C(=O)Nc2c(C)noc2C)C[C@@H]1C	-2.2
10	CC(C)CC#Cc1ccc2c(c1)O[C@@H](CN(C)C(=O)Cc1ccccn1)[C@@H](C)CN([C@H](C)CO)S2(=O)=O	7.4
11	C[C@H]1CN([C@@H](C)CO)C(=O)c2cc(-c3ccncc3)cnc2O[C@@H]1CN(C)Cc1cccnc1	2.2
12	COCC#Cc1ccc2c(c1)O[C@H](CN(C)C(=O)NC(C)C)[C@@H](C)CN([C@H](C)CO)S2(=O)=O	-1.5
13	CCCC#Cc1ccc([C@H]2[C@H](CO)N3CCCCN(Cc4cncnc4)C[C@@H]23)cc1	-0.7
14	CCCC(=O)Nc1ccc2c(c1)OC[C@@H](C)N(Cc1cncnc1)C[C@H](C)[C@@H](OC)CN(C)C2=O	-1.4
15	CN1C(=O)c2cc(NC(=O)Cc3cccs3)ccc2OC[C@H]2O[C@@H](CC(=O)O)CC[C@H]21	14

# Brought forward from above: 3 compounds, followed by the next part.
No.	Structure	BioA inh
13	CCCC#Cc1ccc([C@H]2[C@H](CO)N3CCCCN(Cc4cncnc4)C[C@@H]23)cc1	-0.7
14	CCCC(=O)Nc1ccc2c(c1)OC[C@@H](C)N(Cc1cncnc1)C[C@H](C)[C@@H](OC)CN(C)C2=O	-1.4
15	CN1C(=O)c2cc(NC(=O)Cc3cccs3)ccc2OC[C@H]2O[C@@H](CC(=O)O)CC[C@H]21	14
16	CN1c2ccc(-c3cccc(C#N)c3)cc2[C@H]2[C@H](CCN2C(=O)NC2CCCCC2)[C@H]1CO	0.9
17	C[C@H](CO)N1C[C@H](C)[C@H](CN(C)Cc2ccncc2)Oc2ncc(C#CCN(C)C)cc2C1=O	1.4&-1.5
18	C[C@H]1CN([C@@H](C)CO)C(=O)c2cc(NS(=O)(=O)c3cccs3)ccc2O[C@H]1CN(C)Cc1ccc(C(=O)O)cc1	9.3
19	O=C(c1cccc(F)c1)N1C[C@@H]2[C@H](c3ccccc31)[C@@H](CO)N2C(=O)c1cccc(F)c1	-3.4
20	CO[C@@H]1CN(C)C(=O)c2cc(NS(C)(=O)=O)ccc2OC[C@H](C)N(CC2CC2)C[C@H]1C	-0.1
21	CC(C)CC#Cc1ccc2c(c1)O[C@H](CN(C)Cc1cccc(F)c1)[C@H](C)CN([C@@H](C)CO)S2(=O)=O	-1.8
22	C[C@@H]1CN([C@H](C)CO)C(=O)c2cc(C#CC(C)(C)O)cnc2O[C@H]1CN(C)Cc1ccccn1	-1.4
23	O=C(Cc1ccncc1)NCC[C@H]1CC[C@H](NS(=O)(=O)c2ccccc2Cl)[C@H](CO)O1	-1.5
24	COc1cccc(NC(=O)N(C)C[C@@H]2OCc3ccccc3-c3c(n(C)c4ccccc34)C(=O)N([C@@H](C)CO)C[C@@H]2C)c1	0.5
25	CC(=O)Nc1ccc2c(c1)C(=O)N(C)[C@@H]1CC[C@@H](CC(=O)NCC3CCCCC3)O[C@H]1CO2	11
26	O=C1CSC(c2ccccc2)N1c1cccc(Cl)c1 (stereo not given)	1.3
27	COc1ccc(S(=O)(=O)N(C)C[C@H]2Oc3c(NC(=O)Nc4ccc5c(c4)OCO5)cccc3C(=O)N([C@H](C)CO)C[C@H]2C)cc1	1.7
28	C[C@@H]1CCCCO[C@@H](CN(C)CC2CCCCC2)[C@@H](C)CN([C@@H](C)CO)C(=O)c2cc(NC(=O)Cc3ccccc3)ccc2O1	0.3
29	C[C@H]1CN([C@@H](C)CO)C(=O)c2cccc(NC(=O)C3CC3)c2O[C@@H]1CN(C)C(=O)Nc1cccc2ccccc12	-1.3
30	C/C=C/c1cnc2c(c1)C(=O)N([C@H](C)CO)C[C@@H](C)[C@@H](CN(C)C(=O)c1cccc(F)c1)O2	0.5

No.	Structure	BioA inh
31	COCC(=O)N1[C@H](C(=O)NCc2ccccc2F)[C@@H](CO)[C@@H]2Cn3c(cccc3=O)[C@@H]21	-1.0
32	COc1ccc(NC(=O)Nc2ccc3c(c2)C(=O)N([C@@H](C)CO)C[C@@H](C)[C@H](CN(C)C(=O)Nc2cccc4ccccc24)OCCCC[C@@H](C)O3)cc1	-0.6
33	O=C(Cc1ccccc1)N1CCCCN2[C@@H](CO)[C@@H](c3ccc(C#CC4(O)CCCC4)cc3)[C@@H]2C1	1.2
34	O=C(C[C@H]1C[C@H]2c3cc(NC(=O)C4CCOCC4)ccc3O[C@H]2[C@@H](CO)O1)NCCc1ccccc1	-0.5
35	CC(C)NC(=O)N(C)C[C@H]1Oc2c(NC(=O)c3ccncc3)cccc2C(=O)N([C@H](C)CO)C[C@H]1C	16
36	CC(C)NC(=O)N(C)C[C@H]1Oc2ccc(NC(=O)Nc3ccc(F)cc3)cc2C(=O)N([C@H](C)CO)C[C@H]1C	-1.2
37	C[C@H]1CN([C@@H](C)CO)C(=O)c2cccc(NS(C)(=O)=O)c2O[C@@H]1CN(C)Cc1ccc2c(c1)OCO2	-0.2
38	C[C@@H]1CN([C@@H](C)CO)C(=O)c2cccc(NC(=O)c3nc4ccccc4s3)c2O[C@@H]1CN(C)Cc1ccc(-c2ccccc2)cc1	6.9
39	CS(=O)(=O)Nc1ccc2c(c1)[C@H]1C[C@H](CC(=O)N3CCCCC3)O[C@H](CO)[C@H]1O2	-0.2
40	O=C(C[C@@H]1CC[C@H](NC(=O)Nc2ccc(C(F)(F)F)cc2)[C@H](CO)O1)NCc1ccccn1	2.4
41	CCCNC(=O)N[C@H]1CC[C@H](CCn2cc(C3CCCC3)nn2)O[C@@H]1CO	0.6
42	O=C(O)C[C@H]1CC[C@@H]2[C@H](COC[C@@H](O)CN2S(=O)(=O)c2ccc(Oc3ccccc3)cc2)O1	0.8
43	O=C(C[C@@H]1C[C@H]2c3cc(NC(=O)C4CCOCC4)ccc3O[C@H]2[C@@H](CO)O1)NC1CCCC1	-3.1
44	O=C(Nc1ccc(F)cc1)N[C@H]1CC[C@@H](CCn2cc(C3(O)CCCC3)nn2)O[C@@H]1CO	-2.0
45	C[C@@H]1CN([C@H](C)CO)C(=O)c2cc(NC(=O)Cc3ccccc3)ccc2O[C@@H]1CN(C)C(=O)Nc1ccc2c(c1)OCO2	-0.4

# 3 of these compounds, set out differently:
[31] COCC(=O)N1[C@H](C(=O)NCc2ccccc2F)[C@@H](CO)[C@@H]2Cn3c(cccc3=O)[C@@H]21
- BioA inh: -1.0

[32] COc1ccc(NC(=O)Nc2ccc3c(c2)C(=O)N([C@@H](C)CO)C[C@@H](C)[C@H](CN(C)C(=O)Nc2cccc4ccccc24)OCCCC[C@@H](C)O3)cc1
- BioA inh: -0.6

[33] O=C(Cc1ccccc1)N1CCCCN2[C@@H](CO)[C@@H](c3ccc(C#CC4(O)CCCC4)cc3)[C@@H]2C1
- BioA inh: 1.2

# Additional structures follow.
No.	Structure	BioA inh
46	C[C@H]1CN([C@@H](C)CO)C(=O)c2cc(-c3ccncc3)cnc2O[C@H]1CN(C)C(=O)CN1CCOCC1	-1.4
47	O=C(Cc1cccnc1)N[C@@H]1CC[C@H](CCn2cc(-c3ccccc3F)nn2)O[C@H]1CO	-2.9
48	C[C@@H]1CN([C@@H](C)CO)C(=O)Cc2cc(NC(=O)CCC(F)(F)F)ccc2O[C@H]1CN(C)S(=O)(=O)c1cn(C)cn1	1.3
49	O=C(CC1CC1)Nc1ccc2c(c1)[C@H]1C[C@H](CC(=O)N3CCOCC3)O[C@H](CO)[C@H]1O2	-1.8
50	Cc1noc(C)c1S(=O)(=O)Nc1ccc2c(c1)C(=O)N([C@@H](C)CO)C[C@@H](C)[C@H](CN(C)C(=O)Nc1ccc(C(F)(F)F)cc1)OCCCC[C@H](C)O2	2.2
51	CNC[C@@H]1Oc2ccc(NS(=O)(=O)c3cn(C)cn3)cc2C(=O)N([C@@H](C)CO)C[C@H]1C	-7.6
52	O=C(N[C@H]1C=C[C@H](CC(=O)N2CCOCC2)O[C@@H]1CO)c1ccc2c(c1)OCO2	1.7
53	CCC(=O)Nc1ccc2c(c1)OC[C@H](C)N(Cc1cccnc1)C[C@H](C)[C@H](OC)CN(C)C2=O	-2.2
54	C[C@H](CO)N1C[C@H](C)[C@@H](CN(C)Cc2ccc(C(F)(F)F)cc2)OCCCC[C@H](C)Oc2ccc(NC(=O)NC3CCCCC3)cc2C1=O	0.4
55	COCC(=O)Nc1ccc2c(c1)[C@H]1C[C@H](CC(=O)N3CCc4ccccc4C3)O[C@H](CO)[C@H]1O2	9.9
56	C/C=C/c1ccc([C@H]2[C@@H](CO)N(C(=O)C3CCC3)[C@H]2CNC(=O)NC(C)C)cc1	-2.1
57	Cc1noc(C)c1NC(=O)N(C)C[C@@H]1OCCCC[C@@H](C)Oc2ccc(NS(=O)(=O)c3cccs3)cc2C(=O)N([C@@H](C)CO)C[C@H]1C	-0.1
58	COc1cccc(NC(=O)N2C[C@H](O)COC[C@H]3O[C@@H](CC(=O)NC4Cc5ccccc5C4)CC[C@@H]32)c1	1.0
59	C[C@@H]1CCCCO[C@H](CN(C)S(=O)(=O)c2cn(C)cn2)[C@@H](C)CN([C@@H](C)CO)C(=O)c2cc(NC(=O)Nc3cccc4ccccc34)ccc2O1	-0.3
60	O=C(C[C@H]1CC[C@@H]2[C@H](COC[C@H](O)CN2Cc2cccc(F)c2)O1)NCC1CCCCC1	6.8

No.	Structure	BioA inh
61	COc1ccc(S(=O)(=O)N(C)C[C@H]2Oc3c(NC(=O)c4ccc(-c5nccs5)cc4)cccc3C(=O)N([C@@H](C)CO)C[C@H]2C)cc1	-2.8
62	COc1ccc(CN(C)C[C@@H]2OCCCC[C@H](C)Oc3ccc(NC(=O)Nc4c(C)noc4C)cc3C(=O)N([C@@H](C)CO)C[C@@H]2C)cc1	0.7
63	CO[C@H]1CN(C)C(=O)c2ccc(NC(=O)C3CC3)cc2OC[C@H](C)N(C(=O)c2ccccc2)C[C@@H]1C	-0.1
64	C[C@@H]1CN([C@H](C)CO)C(=O)c2cc(C#CC3CCCCC3)cnc2O[C@@H]1CN(C)Cc1ccncc1	0.9
65	C/C=C/c1ccc2c(c1)O[C@H](CN(C)C(=O)C1CC1)[C@H](C)CN([C@@H](C)CO)S2(=O)=O	-0.4
66	CCCNC(=O)Nc1ccc2c(c1)OC[C@@H](C)N(C)C[C@H](C)[C@H](OC)CN(C)C2=O	-0.1
67	C[C@@H]1CCCCO[C@H](CN(C)C)[C@@H](C)CN([C@H](C)CO)C(=O)c2cc(NC(=O)Nc3ccc(F)cc3)ccc2O1	-1.7
68	CCN(C[C@H]1N[C@@H](CO)[C@@H]1c1ccc(-c2cccc(F)c2)cc1)C(=O)COC	-2.4
69	C[C@@H]1CN([C@@H](C)CO)S(=O)(=O)c2ccc(-c3ccccc3)cc2O[C@@H]1CN(C)CC1CC1	1.7
70	O=C(C[C@@H]1CC[C@H](NC(=O)C2CCC2)[C@H](CO)O1)NCC1CC1	-1.0
71	CO[C@@H]1CN(C)C(=O)c2cc(NS(=O)(=O)CC(F)(F)F)ccc2OC[C@H](C)N(CC2CCCCC2)C[C@@H]1C	-0.6
72	COCC(=O)Nc1ccc2c(c1)C(=O)N(C)C[C@@H](OC)[C@H](C)CN(C(=O)Cc1ccccn1)[C@H](C)CO2	0.5
73	CCCN(C)C[C@@H]1OCCCC[C@@H](C)Oc2ccc(NC(=O)Nc3ccc(C(F)(F)F)cc3)cc2C(=O)N([C@H](C)CO)C[C@@H]1C	-0.2
74	CCCC(=O)Nc1ccc2c(c1)C(=O)N(C)[C@H]1CC[C@H](CC(=O)Nc3ccc(C)cc3)O[C@@H]1CO2	-1.6
75	CO[C@@H]1CN(C)C(=O)c2cc(NC(C)=O)ccc2OC[C@@H](C)N(C(=O)Cc2cccnc2)C[C@H]1C	6.2

No.	Structure	BioA inh
76	O=C(C[C@H]1C[C@H]2c3cc(NC(=O)C4CCC4)ccc3O[C@H]2[C@@H](CO)O1)NCc1ccncc1	-1.9
77	C[C@@H]1CN([C@@H](C)CO)C(=O)c2ccccc2-c2ccccc2CO[C@H]1CN(C)S(=O)(=O)c1ccc(C(F)(F)F)cc1	1.0
78	CCCN(C)C[C@@H]1Oc2cc(C3=CCCCC3)ccc2S(=O)(=O)N([C@@H](C)CO)C[C@@H]1C	-0.5
79	O=C(NC1Cc2ccccc2C1)[C@@H]1[C@@H](CO)[C@@H]2Cn3c(cccc3=O)[C@@H]2N1C(=O)C1CCC1	2.3
80	O=C(C[C@H]1CC[C@@H](NC(=O)CN2CCOCC2)[C@H](CO)O1)NCCc1ccccc1	-4.7
81	C[C@H](CO)N1C[C@H](C)[C@H](CN(C)Cc2ccc(-c3ccccc3)cc2)Oc2ccc(NC(=O)CCCN(C)C)cc2CC1=O	-1.8
82	C[C@H](CO)N1C[C@H](C)[C@H](CN(C)C(=O)Nc2ccc(F)cc2)Oc2ccc(NC(=O)Nc3ccc(F)cc3)cc2C1=O	2.9
